Bioassay records as filed in PubChem BioAssay.
IL1B NFkB inh: blocks IL-1B driven NFkB nuclear translocation in HUVEC cells. HUVEC IL-1B NFkB p65 nuclear translocation imaging. inhibition, % at 2 µM. 0.43% of 94,000 active. AID 796;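 active means inhibition above about 30% together with a positive call from visual inspection of the well image, limit read from the data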;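 further: nuclear over cytoplasmic p65 intensity ratio measured by imaging; 0% = IL-1B stimulated DMSO wells and 100% = unstimulated DMSO wells; values of inactives mirror those of a sister screen read the other way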
Bcl-B displacement: displacers of TR3 peptide from Bcl-B, primary screen, selectivity assay for Bfl-1 inhibitor project, biochemical, fluorescence polarization; FP displacement of FITC-TR3 peptide from Bcl-B; higher % means a stronger effect; displacement, % at 20 µM, or IC50 in µM where a hit was titrated; 0.11% of 96,000 active; AID 748;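 active means displacement above 50% at 20 µM plus a fluorescence interference ratio under 1.5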;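 further: plate controls were wells without compound for no effect and wells lacking Bcl-B protein for full effect; a part of the inactive calls stands beside numbers as strong as those of hits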
PLAP inhibitors HTS: inhibition of human placental alkaline phosphatase – biochemical, luminescence, HTS (AID 690). 0.08% of 96,000 active. inhibition, % at 20 µM; hits with a dose series show IC50 in µM. purified PLAP, luminescent substrate; higher % means a stronger effect; in the data active means a potency from the dose series; inactive means the rest, 99 in 100 with inhibition below about 30%; further: strong numbers were not always called active
MRP resist rev: MRP-mediated drug resistance reversal | H69AR cells + 2 uM doxorubicin, CellTiter-Glo, 72 h | differential viability (reversal), % at 10 µM | 0.04% of 85,000 active | AID 602;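 active means viability drop by adding the cancer drug above about 55%, with treated viability meeting a 40% cutoff, limit read from the data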;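 further: viability without doxorubicin minus viability with 2 µM doxorubicin for each compound; larger differential means the compound sensitizes cells more to doxorubicin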
IL1B NFkB pot: enhances IL-1B driven NFkB nuclear translocation | 0.3% of 94,000 active | AID 819 | HUVEC IL-1B NFkB p65 nuclear translocation imaging | activation, % at 2 µM;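 active means activation above 40%, about the mean plus 3 SD, also judged a hit on visual image review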;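 further: percent activation is computed from the nuclear over cytoplasmic p65 intensity ratio; values of inactives mirror those of a sister screen read the other way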
MRP resist rev cytotoxicity: recorded beside MRP resist rev, whose call it bears; viability, %; H69AR cells, CellTiter-Glo, 72 h; measured here: cytotoxicity without doxorubicin
MRP resist rev with doxorubicin: further read-out of MRP resist rev, marked with its call; viability, %; measured here: viability with 2 uM doxorubicin; stronger effect = lower value
IL1B NFkB inh cell count 2 µM: further read-out of IL1B NFkB inh, marked with its call; cell count; measured here: cells passing quality filter;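 raw number of nuclei counted in each imaged well without normalization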
IL1B NFkB pot cell count 2 µM: second read-out of IL1B NFkB pot, no call of its own (marks repeat the call); cell count; measured here: cells passing quality filter
An asterisk follows results filed as active; . = not tested or not shown. Some of the compounds tested; count on the stated rates, not on these rows.

Structure,IL1B NFkB inh,IL1B NFkB inh cell count 2 µM,Bcl-B displacement,PLAP inhibitors HTS,MRP resist rev,MRP resist rev cytotoxicity,MRP resist rev with doxorubicin,IL1B NFkB pot,IL1B NFkB pot cell count 2 µM
C=CCNC(=S)NNC(=O)C(CCCC)CC(C)O (stereo not given),10,97,5%,-223%,-5,93,99,-10,97
Cc1cccc(-n2nnc(C(=O)Nc3ccc(F)cc3)c2N)c1,-2,126,4%,3%,1,96,95,2,126
O=C(NCCCN1CCCC1=O)NC12CC3CC(CC(C3)C1)C2,-2,147,2%,-8%,-17,88,105,2,147
C/C(N)=C(\C#N)C(=O)NCCc1ccccn1,-3,128,-1%,13%,2,94,92,3,128
Cc1ccc(C(=O)n2nc(-c3ccccc3)nc2NCc2ccco2)cc1,-6,160,-14%,7%,1,90,89,6,160
CCc1ccc(CCC(=O)Nc2sc(C)c(C)c2C(=O)OC)o1,18,111,-2%,7%,-9,91,99,-18,111
COc1ccccc1NC(=O)c1nn(-c2ccc(F)c(F)c2)ccc1=O,-9,117,22%,-5%,.,.,.,9,117
C=CCNC(=O)c1onc(CSc2cccc(Cl)c2)c1C(=O)O,2,163,13%,4%,.,.,.,-2,163
C=CCn1c(=O)c2c3c(sc2n2c(Nc4ccc(C(=O)OCC)cc4)nnc12)CCCC3,9,70,4%,-58%,10,39,28,-9,70
COC(=O)c1sccc1NC(=O)Nc1ccc(Cl)c(Cl)c1,0,126,-3%,-4%,.,.,.,0,126
CC(C)COP(=O)(c1ccc(N(C)C)cc1)C(O)c1ccncc1 (stereo not given),-9,187,-4%,-38%,9,96,87,9,187
O=C1C=C(NCC2CCCO2)CC(c2ccccc2)C1 (stereo not given),-3,112,16%,7%,15,103,87,3,112
CCOC(=O)c1[nH]c(C)c(C(=O)NCc2cccnc2)c1C,-28,156,6%,6%,8,92,84,28,156
Cn1cc(SCC(=O)N2CCOCC2)c2ccccc21,2,168,1%,-18%,4,97,93,-2,168
Cc1ccc(S(=O)(=O)Nc2c(C)n(C)n(-c3ccccc3)c2=O)cc1,-12,191,-6%,1%,18,103,85,12,191
CCOC(=O)CN(C(=O)Cn1nnc(-c2ccc(OC)cc2)n1)C(C(=O)NC1CCCC1)c1ccc(F)cc1 (stereo not given),10,169,.,.,4,95,91,-10,169
COc1ccc(CC(=O)OCn2nnc3ccccc3c2=O)cc1,-22,135,.,.,-23,88,111,22,135
Cc1noc(C)c1S(=O)(=O)NCCN1CCN(c2ccccc2)CC1,31*,47*,-2%,4%,9,92,83,-31,47
O=c1[nH]c(CSc2nnc(-c3ccccc3)n2C2CCCCC2)nc2ccccc12,-3,181,-12%,-11%,.,.,.,3,181
CC(C)(C)c1ccccc1OCC(=O)NCCC(=O)O,.,.,5%,-28%,14,104,90,.,.
COc1ccc(OC)c(Nc2nc(-c3sc(NC(=O)C(C)(C)C)nc3C)cs2)c1,3,170,-29%,-6%,.,.,.,-3,170
CCOC(=O)CC(Nc1nc(N2CCOCC2)nc(N2CCOCC2)n1)c1ccccc1Cl (stereo not given),9,128,-5%,-36%,-6,89,95,-9,128
CC1CCC(NC(=O)Cn2c3c(c(-c4ccccc4Cl)cc2=O)CCC3)CC1 (stereo not given),1,50,-8%,-15%,-1,95,95,-1,50
COC(=O)COc1ccc(Cl)cc1C1Nc2ccccc2C(=O)N1c1ccc(OC)cc1 (stereo not given),6,129,12%,-6%,.,.,.,-6,129

The closing seven compounds of the section above come first, to join the parts.
Structure,IL1B NFkB inh,IL1B NFkB inh cell count 2 µM,Bcl-B displacement,PLAP inhibitors HTS,MRP resist rev,MRP resist rev cytotoxicity,MRP resist rev with doxorubicin,IL1B NFkB pot,IL1B NFkB pot cell count 2 µM
Cc1noc(C)c1S(=O)(=O)NCCN1CCN(c2ccccc2)CC1,31*,47*,-2%,4%,9,92,83,-31,47
O=c1[nH]c(CSc2nnc(-c3ccccc3)n2C2CCCCC2)nc2ccccc12,-3,181,-12%,-11%,.,.,.,3,181
CC(C)(C)c1ccccc1OCC(=O)NCCC(=O)O,.,.,5%,-28%,14,104,90,.,.
COc1ccc(OC)c(Nc2nc(-c3sc(NC(=O)C(C)(C)C)nc3C)cs2)c1,3,170,-29%,-6%,.,.,.,-3,170
CCOC(=O)CC(Nc1nc(N2CCOCC2)nc(N2CCOCC2)n1)c1ccccc1Cl (stereo not given),9,128,-5%,-36%,-6,89,95,-9,128
CC1CCC(NC(=O)Cn2c3c(c(-c4ccccc4Cl)cc2=O)CCC3)CC1 (stereo not given),1,50,-8%,-15%,-1,95,95,-1,50
COC(=O)COc1ccc(Cl)cc1C1Nc2ccccc2C(=O)N1c1ccc(OC)cc1 (stereo not given),6,129,12%,-6%,.,.,.,-6,129
CC(CCc1ccco1)NC(=O)Nc1cccc(F)c1 (stereo not given),-9,91,-9%,-33%,-1,90,91,9,91
Cc1cccc(C(=O)NC2CCN(C(=S)NCc3ccco3)CC2)c1,7,129,3%,15%,.,.,.,-7,129
Cc1nn(CC#N)c(=O)n1-c1ccccc1,-2,175,-8%,5%,-4,99,103,2,175
CCOC(=O)c1c(N)sc2c1CCCC2,.,.,5%,-14%,16,91,75,.,.
COc1ccc(OC)c(S(=O)(=O)N2CCc3ccccc32)c1,.,.,-6%,22%,5,93,88,.,.
N/C(=N\OC(=O)Cc1cccs1)c1ccccc1,-10,112,-10%,-3%,.,.,.,10,112
COC(=O)CNC(=O)c1ccc2c(c1)S(=O)(=O)c1ccccc1C2=O,.,.,0%,1%,14,90,76,.,.
CCOC(=O)c1c2n(c3ccc(O)cc13)CCC2,5,76,.,.,-10,92,102,-5,76
CC(=O)Nc1ccc2c(c1)nc(CCN1CCC(C)CC1)n2C,4,146,12%,-14%,-1,97,98,-4,146
C/C(N)=C(/C#N)C(=O)COC(=O)CCC1CCCC1,-36,74,-4%,11%,6,90,85,36,74
CCCCn1c(-c2ccccc2)nnc1-c1ccccc1,-12,111,13%,9%,2,73,71,12,111
Cc1nc2ccc(S(=O)(=O)N(C)CC(=O)NCc3ccc4c(c3)OCO4)cc2s1,4,79,-6%,-3%,.,.,.,-4,79
CCN(CC)CCOc1c(Br)ccc2c1sc1nc3n(c(=O)c12)CCC3,18,75,-4%,-50%,-14,69,83,-18,75
COC(=O)CN1C(=O)C(O)(CC(=O)c2ccccc2)c2ccccc21 (stereo not given),5,159,-4%,7%,-2,96,98,-5,159
Cc1nn(Cc2ccc(F)cc2)c(C)c1NC(=O)c1nn(C)cc1Cl,-3,80,.,.,-4,97,101,3,80
Cc1nc(N2CCN(c3ccccc3)CC2)nc2c1C(=O)CC(C)C2 (stereo not given),-16,163,-2%,-28%,.,.,.,16,163
N#CC1=C(N)C(C#N)(C#N)[C@H](c2c(F)cccc2F)[C@H]2CC3(CC=C12)OCCO3,-4,199,43%,-47%,-2,3,5,4,199
CC1=C(C(=O)Nc2cccnc2)C(c2ccc(C(C)C)cc2)n2ncnc2N1 (stereo not given),-16,75,.,.,3,86,83,16,75
Cc1cc(S(=O)(=O)N2CCC(NC(=O)C34CC5CC(CC(C5)C3)C4)CC2)ccc1-n1cnnn1,-1,139,8%,-7%,7,74,67,1,139
CC(=O)Nc1ccc(NC(=O)CN(c2ccccc2Cl)S(C)(=O)=O)cc1,1,136,1%,-26%,5,102,97,-1,136
CCCCC(=O)Nc1ccc(C(=O)NCC(=O)OC)cc1,-22,106,-2%,3%,4,89,85,22,106
CCOC(=O)CN1C(=O)COc2ccc(C(C)(C)C)cc21,-19,120,-4%,4%,.,.,.,19,120
COC(=O)c1c(NC(=O)Cc2cccs2)sc(C)c1C,.,.,-2%,7%,3,68,65,.,.
Cc1sc(NC(=O)CSC2=NCCS2)nc1-c1ccccc1,4,58,0%,23%,6,77,71,-3,58

Later entries.
The line under a structure holds: IL1B NFkB inh, IL1B NFkB inh cell count 2 µM, Bcl-B displacement, PLAP inhibitors HTS, MRP resist rev, MRP resist rev cytotoxicity, MRP resist rev with doxorubicin, IL1B NFkB pot, IL1B NFkB pot cell count 2 µM
> CCN(CC)CC(O)COCCC12CC3CC(CC(C3)C1)C2 (stereo not given)
→ -7, 182, 23%, -66%, 2, 86, 84, 7, 182
> O=C(C(Sc1ccccc1)c1ccccc1)N1CCN(c2ccccc2F)CC1 (stereo not given)
→ 5, 139, 13%, 11%, ., ., ., -5, 139
> CCN(CC)c1nc2n(c(=S)n1)CCS2
→ -29, 136, -6%, 4%, 2, 95, 93, 29, 136
> COc1ccc(CC(=O)Nc2nc3ccc(F)cc3s2)cc1S(=O)(=O)N1CCOCC1
→ -3, 110, -17%, -55%, -18, 39, 57, 3, 110
> CC(C)(C)c1ccc(-c2c(C#N)c(N)nc3c2CCCC3)s1
→ -6, 154, 0%, -7%, ., ., ., 6, 154
> COc1ccccc1-c1nc(C#N)c(N2CCc3ccccc3C2)o1
→ 21, 85, -3%, -20%, 12, 80, 69, -21, 85
> Fc1ccc2nc3[nH]c4ccccc4c3nc2c1
→ -1, 160, -2%, -8%, -11, 54, 65, 1, 160
> COc1ccc(N2C(=O)CCC(C(=O)N3CCOCC3)C2c2ccc(F)cc2)cc1 (stereo not given)
→ 5, 171, -4%, -43%, ., ., ., -5, 171
> Cc1c(-c2ccccc2)nc2ccccc2c1C(=O)Oc1ccc([N+](=O)[O-])cc1
→ -11, 167, 4%, 10%, ., ., ., 11, 167
> Cc1cc(NC(=O)CN2C(=O)C3CC=CCC3C2=O)no1 (stereo not given)
→ ., ., -11%, 12%, -2, 99, 101, ., .
> O=C(NNc1ncc(C(F)(F)F)cc1Cl)c1c(Cl)cccc1Cl
→ -8, 127, 3%, -27%, ., ., ., 8, 127
> CC(C)COC(=O)C(N)C(C(=O)OCC(C)C)c1ccccc1 (stereo not given)
→ 4, 144, 9%, -33%, 4, 86, 81, -4, 144
> O=C(NCc1cccc(Cl)c1)c1ccco1
→ -10, 107, -1%, 3%, 13, 100, 87, 10, 107
> Cc1ccc(-n2nc3ccc(NC(=O)/C=C/c4ccco4)cc3n2)cc1C
→ 3, 108, -47%, 6%, ., ., ., -3, 108
> Cn1c(SCC(=O)NC2CCCCC2)nnc1-c1cc2cc(Cl)ccc2o1
→ 0, 181, -3%, 21%, 9, 96, 86, 0, 181
> O=C(NCc1ccc(Cl)cc1)c1ccccc1Oc1ccccc1
→ 5, 144, -5%, -20%, ., ., ., -5, 144
> CCN1C(=S)SC(=O)C1=C1C=C(C)OC(C)=C1
→ ., ., 154%, 11%, -8, 79, 87, ., .
> COCCOC(=O)c1c(C)oc2ccc(OC(=O)c3c(OC)cccc3OC)cc12
→ -2, 187, -7%, -59%, ., ., ., 2, 187
> Cc1csc(SCCn2c(Br)nc3c2c(=O)[nH]c(=O)n3C)n1
→ 2, 114, 6%, ., -5, 84, 89, -2, 114
> CCN1CCN(C(=O)c2cc3c(s2)-c2ccccc2S(=O)(=O)C3)CC1
→ ., ., -3%, -13%, 15, 92, 77, ., .
> CCOc1ccc(OCC)c(NS(=O)(=O)c2ccc3c(c2)CCN3C(=O)C2CCC2)c1
→ 8, 77, 6%, -28%, 13, 79, 66, -8, 77
